Mdm2-MdmX inh: human Mdm2/MdmX binding inhibition | 330,000 tested, 3% active | O15151+Q00987 | SaOS-2 split-luciferase Mdm2/MdmX complementation, luminescence | inhibition, % at 8 µM;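 active = inhibition of at least 50% at 8 µM in the primary screen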
Target sequence (O15151 whole entry, looked up): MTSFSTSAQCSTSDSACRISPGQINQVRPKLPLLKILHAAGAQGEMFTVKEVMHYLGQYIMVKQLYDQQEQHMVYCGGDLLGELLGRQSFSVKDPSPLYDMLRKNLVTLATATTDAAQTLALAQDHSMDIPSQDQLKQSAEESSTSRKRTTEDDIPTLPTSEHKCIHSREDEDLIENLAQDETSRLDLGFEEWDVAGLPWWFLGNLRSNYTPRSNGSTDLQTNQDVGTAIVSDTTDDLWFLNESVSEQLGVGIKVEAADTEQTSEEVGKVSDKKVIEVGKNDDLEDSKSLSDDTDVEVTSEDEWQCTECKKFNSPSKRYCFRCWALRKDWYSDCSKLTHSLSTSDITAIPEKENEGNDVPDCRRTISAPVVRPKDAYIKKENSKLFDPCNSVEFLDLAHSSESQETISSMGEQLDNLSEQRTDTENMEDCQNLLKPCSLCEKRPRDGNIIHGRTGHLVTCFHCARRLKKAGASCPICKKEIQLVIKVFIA
Target sequence (Q00987 whole entry, looked up): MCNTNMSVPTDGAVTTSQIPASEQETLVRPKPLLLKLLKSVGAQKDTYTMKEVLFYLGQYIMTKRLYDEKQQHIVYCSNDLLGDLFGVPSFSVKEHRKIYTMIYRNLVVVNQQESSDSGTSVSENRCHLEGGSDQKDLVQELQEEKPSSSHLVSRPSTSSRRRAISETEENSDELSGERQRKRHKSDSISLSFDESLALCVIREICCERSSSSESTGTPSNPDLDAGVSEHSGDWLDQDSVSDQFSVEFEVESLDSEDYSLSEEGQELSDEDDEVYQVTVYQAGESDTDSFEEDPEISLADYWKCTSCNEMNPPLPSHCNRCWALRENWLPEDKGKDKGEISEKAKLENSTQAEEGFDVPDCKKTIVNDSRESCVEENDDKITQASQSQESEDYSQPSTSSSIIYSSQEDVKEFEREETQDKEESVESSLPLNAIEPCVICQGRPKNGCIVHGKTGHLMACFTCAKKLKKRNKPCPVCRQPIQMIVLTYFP
UPR XBP1 act: adaptive UPR (XBP1) activation | CHO-XBP1 luciferase reporter, IRE1-XBP1 UPR activation, luminescence; percent of tunicamycin response, DMSO as zero | activation, % at 20 µM | 330,000 tested, 0.33% active;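 active = versus positive control, 20 µM dose yields 30% or more activation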;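 also: 100% = tunicamycin at 10 µg/mL and 0% = DMSO only wells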
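incubation = overnight seeding at 37 °C, 6 h compound treatment at 37 °C | assay system = CHO-XBP1 cells stably carrying IRE1-XBP1-driven luciferase reporter | input = 1000 cells per well | detection = luciferase luminescence | dosing = single point, 20 µM final compound, 1% DMSO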
tim23-1 inh: inhibits growth of tim23-1 mutant yeast; 330,000 tested, 1.3% active; S. cerevisiae tim23-1 growth, BacTiter-Glo luminescence, 24 h; inhibition, % at 20 µM;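 active = growth inhibition of the mutant yeast at or above 50%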;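 also: temperature-sensitive mutant grown at 25 °C; plate controls were DMSO-treated mutant yeast for no effect and medium wells lacking yeast for full effect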
APJ antag: blocks the human apelin receptor APJ; CHO-K1 APJ beta-arrestin complementation, luminescence; inhibition, % at 20 µM; P35414; AID 2521; 330,000 tested, 0.32% active;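 active = inhibition above about 40% at 20 µM, limit read from the data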;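 also: cells challenged with 10 nM apelin-13 agonist together with compound; plate controls were apelin-13 plus DMSO wells for no effect and DMSO wells lacking apelin-13 for full effect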
697 NFkB inh: lowers PMA/ionomycin-induced NF-kB signal in 697 B cells | 697 B-cell NF-kB luciferase reporter, 16 h | inhibition, % at 4 µM | 330,000 tested, 0.33% active | AID 435022; in the data active = inhibition above about 35%
UPR CHOP act: activators of apoptotic arm of unfolded protein response (CHOP); activation, % at 10 µM; 330,000 tested, 0.34% active; CHO-CHOP luciferase reporter, UPR activation, luminescence; percent of tunicamycin response over DMSO baseline;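 active = at 10 µM dose, activation of 40% or more, normalized to positive control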;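 also: 100% = tunicamycin at 10 µg/mL and 0% = DMSO alone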
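Assay system: CHO-CHOP cells, stable luciferase reporter of PERK-eIF2a-CHOP signalling / Buffer or medium: F12 plus 10% serum / Compound dosing: one dose, 10 µM in 0.5% DMSO / Times: 6 h compound treatment, 37 °C / Technique: luciferase luminescence / Read-out: % reporter activation, DMSO baseline versus tunicamycin full activation / Benchmarks: tunicamycin and DMSO controls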
Jurkat NFkB inh: lowers PMA/ionomycin-induced NF-kB signal in Jurkat cells | PMA/ionomycin-induced NF-kB luciferase reporter, luminescence | inhibition, % at 4 µM | 330,000 tested, 0.53% active; in the data active = inhibition above about 50%
APJ ag: activates the human apelin receptor APJ; P35414; CHO-K1 APJ PathHunter beta-arrestin, luminescence; 0% DMSO wells, 100% apelin; activation, % at 20 µM; 330,000 tested, 0.11% active;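 active = activation more than six SD over the plate average, tested at 20 µM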;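 also: 0% = DMSO alone and 100% = apelin-13 at 10 nM; some results filed as inactive read as strong as hits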
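Material: CHO-K1 APJ beta-arrestin complementation cell line; Input: cell density 1000 per well; Incubation: compound stimulation 90 min at 25 °C, detection 60 min; Signal: luminescence from split beta-galactosidase complementation, Galacton Star/Emerald II substrate; Controls: DMSO-only wells as negative, 10 nM Apelin-13 as positive control.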
Numbers without * were called inactive.

SMILES | Mdm2-MdmX inh | UPR XBP1 act | tim23-1 inh | APJ antag | 697 NFkB inh | UPR CHOP act | Jurkat NFkB inh | APJ ag
O=C(Nc1ccccc1)N(CCCN1CCOCC1)Cc1ccccc1F | 17 | 3 | 6 | 6 | 7 | -0.4 | -14 | -2
COC(=O)Cc1c(C)c2ccc(OCC(=O)NC3CCS(=O)(=O)C3)cc2oc1=O (configuration not stated) | 7 | -2 | -13 | 12 | 7 | 0.6 | 12 | -7
Cc1ccc(OCC(=O)Nc2ccc3c(c2)OCO3)c([N+](=O)[O-])n1 | -8 | 1 | 6 | -15 | -28 | 4.2 | -34 | 1
CCN(CC)S(=O)(=O)c1cc(NC(=O)C(C)OC(=O)c2[nH]c(C)c(C(C)=O)c2C)ccc1C (configuration not stated) | 51* | -1 | -12 | -5 | -12 | 0.5 | 28 | 1
O=C(Nc1ccc(NC(=O)C2CCCN2C(=O)OCc2ccccc2)cc1)c1ccco1 (configuration not stated) | -8 | -2 | 11 | -19 | -1 | -0.7 | 0 | -2
C/C(=N\N1CCN(C2c3ccccc3-c3ccccc32)CC1)c1cccnc1 | 5 | -2 | 23 | -15 | -17 | -1.1 | 1 | -2
COc1cc(NC(=O)c2ccccc2)c(OC)cc1NC(=O)CN1C(=O)N(C)C2(CCCCC2)C1=O | 17 | -1 | 21 | -24 | 7 | 0.2 | 18 | 8
O=C(c1cc2ccccc2c(=O)o1)N1CCc2ccccc2C1 | 13 | 4 | 11 | 10 | 14 | -1.2 | 1 | 0
N#CCc1c(C#N)c(N)nc(N2CCCC(CO)C2)c1C#N (configuration not stated) | 3 | 2 | 3 | -15 | 13 | -0.4 | -5 | 1
O=C(CCS(=O)(=O)c1ccc2c(c1)NC(=O)CS2)NCc1ccccc1Cl | 16 | -2 | 1 | 3 | 18 | 0.5 | -5 | 0
O=C(CSc1nc2ccc(Nc3nc(N4CCOCC4)nc(N4CCOCC4)n3)cc2s1)Nc1ccccc1F | 91* | 277* | 3 | -35 | 6 | 106* | 19 | 16
Cc1ccc(OCCC(=O)NCCc2ccc(S(N)(=O)=O)cc2)cc1 | 0 | -1 | 5 | 10 | 4 | -1.3 | -1 | -1
Cc1cccc(C(=O)N2CCCC(N3CCN(Cc4ccc5c(c4)OCO5)CC3)C2)n1 (configuration not stated) | -7 | 1 | 8 | 5 | -21 | 2.4 | -18 | -2
CCN(CC(=O)Nc1ccc2c(c1)OCCO2)C(=O)/C=C/c1cccc(Br)c1 | -50 | -1 | 31 | 8 | -20 | 1.5 | -33 | -3
CC(C)NC(=O)CSCc1cccc(Br)c1 | 6 | 1 | 22 | 14 | 15 | 0.2 | -5 | -4
O=S(=O)(NCc1ccco1)c1ccc(Cl)cc1Cl | 12 | 2 | 19 | 3 | 4 | -0.7 | -4 | -2
COc1ccc(C(=O)C(C)Oc2cccc(NC(=O)c3cccc([N+](=O)[O-])c3)c2)cc1 (configuration not stated) | 30 | -1 | -1 | -1 | -3 | 0.8 | -7 | 0
Cc1coc2cc3oc(=O)c(CCC(=O)NCCCN4CCCC4=O)c(C)c3cc12 | -16 | 0 | 10 | 1 | 13 | -1.1 | 16 | -3
CCC(C)C(=O)Nc1nnc(SCC(=O)NC(C)(C)C)s1 (configuration not stated) | 20 | 8 | -1 | 8 | -1 | 0.3 | -3 | -1
O=c1ccc2cc(S(=O)(=O)NCCCc3ccccc3)ccc2[nH]1 | 23 | -3 | -11 | 16 | 9 | 2.5 | -3 | -3
O=C(O)c1cccc2c1C(=O)c1ccc(N3CCCCC3)cc1S2(=O)=O | 19 | -2 | 8 | 18 | 6 | 0.9 | 6 | -2
O=C(CSCc1ccc([N+](=O)[O-])cc1)N/N=C/c1ccncc1 | 24 | -2 | -8 | 2 | 17 | 0.2 | 11 | -2
CS(=O)(=O)Nc1nnc(Cc2ccccc2)s1 | 0 | -4 | 9 | 14 | 4 | -4.9 | 0 | -4
Cc1ccccc1-c1cc(-c2ccccc2O)on1 | -309 | -1 | 14 | 20 | -98 | 1.9 | -193 | -8
CC(OC(=O)c1ccc(NS(=O)(=O)c2ccc3[nH]c(=O)[nH]c3c2)cc1)C(=O)Nc1ccc(Cl)cc1 (configuration not stated) | -18 | -2 | 5 | -10 | 27 | 0.5 | 13 | -2
Cc1nn(CC(=O)Nc2ccc3c(c2)nc(CN2CCCCC2)n3C)c(=O)c2ccccc12 | 9 | -3 | 0 | 11 | 18 | -2.1 | -13 | -2
Cc1ccc(CN(C)C(=O)c2ccc(S(=O)(=O)N3CCCCCC3)cc2)o1 | -29 | 3 | 27 | 11 | 8 | 0.0 | 4 | 13
CCCCCCCC(=O)NN=C1CCN(Cc2ccccc2)CC1 | 10 | 0 | 13 | -2 | -46 | 3.5 | 31 | 0
CCNC(=O)CCSc1nnc(-c2ccco2)o1 | -27 | 0 | 8 | 2 | -1 | 1.0 | 3 | -1
Cc1nn(CC(=O)Nc2ccc(C#N)cc2)c(C)c1[N+](=O)[O-] | -5 | -2 | 2 | 17 | -10 | -2.7 | 1 | 0
Cc1ccc(SC[C@H](C)CN2CC[C@H](C)CCC2=O)cc1 | 16 | 1 | 10 | 4 | 0 | 0.7 | 4 | -4
CS(=O)(=O)Nc1ccccc1C(=O)Nc1cc(Cl)cc(Cl)c1 | 60* | 2 | -8 | -7 | 1 | 1.2 | 5 | -1
CCCS(=O)(=O)N1CCN=C1SCc1ccc(C)cc1 | -5 | -1 | 7 | 2 | -38 | 0.1 | -23 | 1
Cc1cc(C(=O)COc2ccccc2C(N)=O)c(C)n1CC1CCCO1 (configuration not stated) | -10 | -2 | 8 | 15 | 25 | 6.3 | 45 | 7
C[C@H](CO)N1C[C@H](C)[C@@H](CN(C)Cc2ccc(Cl)c(Cl)c2)Oc2c(NS(=O)(=O)c3cn(C)cn3)cccc2C1=O | 18 | -1 | 17 | -3 | 8 | 0.6 | -6 | -3
CCOC(=O)Cn1cnc2scc(-c3ccccc3)c2c1=O | -1 | -5 | 24 | 3 | -25 | -1.1 | -19 | -1

An excerpt of these results, as a markdown table:
| mol | Mdm2-MdmX inh | UPR XBP1 act | tim23-1 inh | APJ antag | 697 NFkB inh | UPR CHOP act | Jurkat NFkB inh | APJ ag |
| --- | --- | --- | --- | --- | --- | --- | --- | --- |
| CS(=O)(=O)Nc1ccccc1C(=O)Nc1cc(Cl)cc(Cl)c1 | 60* | 2 | -8 | -7 | 1 | 1.2 | 5 | -1 |
| Cc1ccc(SC[C@H](C)CN2CC[C@H](C)CCC2=O)cc1 | 16 | 1 | 10 | 4 | 0 | 0.7 | 4 | -4 |
| Cc1nn(CC(=O)Nc2ccc3c(c2)nc(CN2CCCCC2)n3C)c(=O)c2ccccc12 | 9 | -3 | 0 | 11 | 18 | -2.1 | -13 | -2 |
| C[C@H](CO)N1C[C@H](C)[C@@H](CN(C)Cc2ccc(Cl)c(Cl)c2)Oc2c(NS(=O)(=O)c3cn(C)cn3)cccc2C1=O | 18 | -1 | 17 | -3 | 8 | 0.6 | -6 | -3 |
| Cc1ccc(CN(C)C(=O)c2ccc(S(=O)(=O)N3CCCCCC3)cc2)o1 | -29 | 3 | 27 | 11 | 8 | 0.0 | 4 | 13 |

Next section:
SMILES | Mdm2-MdmX inh | UPR XBP1 act | tim23-1 inh | APJ antag | 697 NFkB inh | UPR CHOP act | Jurkat NFkB inh | APJ ag
Nc1c(N(CCC2=CCCCC2)C(=O)c2ccc([N+](=O)[O-])o2)c(=O)[nH]c(=O)n1Cc1ccccc1 | 39 | 2 | 11 | -98 | -3 | 2.8 | 7 | 9
Cn1c(SCCOc2ccc(Cl)cc2)nnc1-c1ccncc1 | 12 | 0 | 24 | 15 | 2 | 0.6 | -10 | 0
COc1cc(/C=C2/C(=N)N3N=C(CC(=O)N4CCOCC4)SC3=NC2=O)ccc1OC(C)c1ccccc1 (configuration not stated) | 10 | -3 | 12 | 12 | 11 | 0.7 | 16 | -5
CCOC(=O)c1ccccc1NC(=O)Cn1cnc2c(cnn2-c2ccc(OC)cc2)c1=O | 14 | -3 | -8 | -20 | 8 | -1.9 | -10 | -1
NCCCn1c(C(=O)c2ccc(Cl)cc2)c2ccc([N+](=O)[O-])cc2[n+]1[O-] | -1 | 1 | 17 | -73 | -132 | 0.6 | 25 | 12
CCOc1ccc(C2C(C(=O)OC)=CN(CCOC)C=C2C(=O)OC)cc1 | 16 | -3 | 2 | 1 | 15 | -0.7 | -4 | -3
O=C(CSc1nn(-c2ccc(Cl)cc2)c(=S)s1)NCC1CCCO1 (configuration not stated) | -10 | 1 | 9 | 1 | 9 | 0.5 | -7 | -1
O=C(NC1CC1)C1CC(=O)N(C2CCCCC2)C1 (configuration not stated) | 11 | -3 | -12 | -4 | 18 | 0.4 | 3 | -5
CCCCNS(=O)(=O)C1CCS(=O)(=O)C1 (configuration not stated) | -3 | -5 | 3 | 1 | -1 | -1.8 | 4 | -2
CCCc1cc(C(=O)NNC(=S)NC(C)c2ccccc2)cs1 (configuration not stated) | -5 | -2 | 5 | -21 | -13 | 1.5 | 11 | -4
O=C(NCCN1CCOCC1)c1csc2c1CCCC2 | -23 | -2 | 9 | -4 | -4 | 2.2 | -3 | 1
O=C(CCCC(=O)OCC(=O)c1ccc(F)cc1)Nc1cc(C(F)(F)F)ccc1Cl | 6 | 3 | 19 | 16 | -11 | -0.6 | -17 | -4
CCN(CC)S(=O)(=O)c1ccc(N2CCOCC2)c(NC(=O)c2c3c(nc4ccccc24)CCC3)c1 | -8 | 0 | 1 | -20 | 20 | -1.7 | 2 | 2
Cc1ccc(Cl)cc1N1CCN(S(=O)(=O)c2ccc3c(c2)oc(=O)n3C)CC1 | 13 | 1 | 37 | -9 | -1 | 1.7 | 1 | 0
CCOC(=O)c1c(C)nc(SC)c(C#N)c1-c1ccccc1 | 3 | -3 | 25 | 13 | -4 | 0.6 | 7 | -2
COc1ccc(C(=O)N(CC(=O)Nc2sc(C)c(C)c2C(N)=O)C2CCCC2)cc1 | 19 | -2 | 12 | -3 | -13 | 1.3 | -4 | -4
CCN(CC)S(=O)(=O)c1ccc2c(c1)oc(=O)n2CC(=O)N(C)C1CCCCC1 | 17 | -7 | 10 | 1 | -1 | 0.5 | -4 | 6
FC(F)(F)c1ccc(/C=N/N2CCN(Cc3ccccc3)CC2)cc1 | -18 | 0 | -54 | -4 | 13 | 0.7 | -13 | -3
COc1cc(C(=O)N2CCSCC2)ccc1OC1CCN(C(C)=O)CC1 | 26 | 0 | 15 | -13 | 5 | 1.9 | 0 | -5
CCOC(=O)C(C)Oc1ccc(C2NC(=O)NC(C)=C2C(C)=O)cc1Br (configuration not stated) | 31 | -5 | 17 | 12 | 0 | -1.8 | 19 | 2
C=CCNC(=O)COC(=O)COc1ccc(Cl)cc1 | 8 | 0 | 12 | -14 | 6 | 0.0 | -1 | 0
COc1cccc(-c2csc(NNC(=O)c3cccs3)n2)c1 | 14 | -1 | 23 | -15 | -1 | 0.6 | -5 | -1
CC(C)CCNC(=O)C(c1cccs1)N(CC1CCCO1)C(=O)Cn1nnc2ccccc21 (configuration not stated) | -3 | 0 | -8 | 22 | 1 | 0.2 | -17 | -4
O=C(CSc1nc2[nH]c(=O)[nH]c(=O)c2s1)Nc1cccc(F)c1 | -1 | -2 | -11 | 22 | 6 | -1.9 | 6 | -5
O=C(COc1ccc(Cl)cc1Cl)N/N=C/c1cccnc1 | 2 | -2 | 3 | 9 | 7 | 2.0 | 2 | 0
CSc1ccccc1NC(=O)CN(C)CC(=O)NCC(=O)Nc1ccc(F)cc1 | 10 | -2 | -6 | 0 | -5 | 0.2 | -10 | -3
COc1ccc(OC)c(NC(=O)c2c(NC(=O)CNCc3ccco3)sc3c2CCC3)c1 | 38 | 5 | -6 | 1 | 1 | 1.2 | -6 | -4
